Source: PubChem BioAssay
Htt clearance: clearance of mutant huntingtin inclusions, primary screen, imaging, HeLa Exon1htt(103Q)mCFP, confocal imaging | aggregate imaging; zero = plate's median compound well | inhibition, % at 1.5 µM | actives 0.42% (n = 47,000) | AID 853, 2007;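 active means inhibition of aggregate fluorescence above about 70%, also judged a hit by eye on the cell image, limit read from the data, passing the limit was not always enough; inconclusive means no rule stated for this call; inactive means not judged a hit on image review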;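 further: cells exposed to compound for three days before fixation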
Htt clearance grain fraction: further read-out of Htt clearance, marked with its call; fraction fluorescence in grains; measured here: aggregate grain fluorescence fraction; stronger effect = lower value;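 scaled fraction of total cell fluorescence in grains with unit not stated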
Numbers without * were called inactive; ? = inconclusive; . = no result given. A portion of the library; rates above refer to the full screens.

Htt clearance | Htt clearance grain fraction | Structure
22 | 24 | COc1cc(C2NC(=S)NC(c3ccccc3)=C2C(C)=O)cc(Cl)c1OCC(=O)O (centres undefined)
-12 | 26 | CC(Oc1ccccc1Cl)c1nnc(N)s1 (centres undefined)
-25 | 48 | Cc1ccc(S(=O)(=O)NCCN(CCNS(=O)(=O)c2ccc(C)cc2)S(C)(=O)=O)cc1
-23 | 52 | COc1cc(/C=N\n2cnnc2)ccc1OCC(=O)Nc1ccc(C)cc1
27 | 16 | Cc1cc(=O)n(C)c(=O)n1CCCNc1ccccc1
-6 | 21 | O=C(Nc1ccccc1)c1ccc(S(=O)(=O)N(CCO)CCO)cc1
-37 | 49 | CCCCNc1c(N2CCN(C(=O)OCC)CC2)c(=O)c1=O
35 | 22 | COc1cc(OC)cc(C(=O)N2CCC(n3c(C)nc4cc(F)ccc43)CC2)c1
-53 | 31 | CCC(=NCc1ccco1)c1c(C(F)(F)F)[nH]n(-c2nc3ccccc3s2)c1=O
18 | 32 | CCOC(=O)CSc1nc(C(C)C)nc2ccccc12
? | . | O=C(CSc1nnnn1C1CCCC1)Nc1cccc(NC(=O)c2ccco2)c1
12 | 35 | CC(C)CCNC(=O)C1CCC(=O)N1C(C)C (centres undefined)
19 | 15 | CC(=O)Nc1ccc(S(=O)(=O)Nc2cc(C)c(-n3nc4ccccc4n3)cc2O)cc1
65 | 7.3 | CCC1S/C(=C(\C#N)C(=O)NCc2ccco2)N(c2ccc(Br)cc2)C1=O (centres undefined)
4 | 23 | O=C(CCc1ccc(S(=O)(=O)NCc2ccccc2)cc1)NCc1ccc2c(c1)OCO2
-48 | 55 | CC1=C(C(=O)NCCN2CCN(C)CC2)C2(CCC(C)CC2)OC1=O (centres undefined)
-25 | 24 | COc1ccc(C)cc1S(=O)(=O)N(C)CC(=O)Nc1ccc2c(c1)OCO2
26 | 15 | COc1ccccc1Nc1nc(N)nc(CN2CCN(c3ccccc3F)CC2)n1
7 | 32 | CCCCN(CC)CCNc1c(N2CCN(C(=O)OCC)CC2)c(=O)c1=O
-10 | 19 | c1ccc(Nc2n[nH]nc2-c2ccccc2)cc1
39 | 12 | CC(=O)Nc1nc2c(ncn2COCCOC(C)=O)c(=O)[nH]1
18 | 30 | O=C(Nc1ccc(NC(=O)C2CCCCC2)cn1)c1ccco1
-3 | 39 | CCC(C)NC(=O)C1CCN(S(=O)(=O)c2cccnc2)CC1 (centres undefined)
26 | 15 | Cc1cc(NC(=O)C2CCCCC2)n(-c2nc3ccccc3[nH]2)n1
6 | 18 | O=c1c(-c2ccc(Cl)cc2)[n+]([O-])c2ccccc2n1O

(cont.)
Htt clearance | Htt clearance grain fraction | Structure
6 | 30 | COc1cccc(C2C(C#N)=C(N)Oc3cc(C)[nH]c(=O)c32)c1OC (centres undefined)
-46 | 53 | O=C(O)CCC(=O)N1CCN(c2ccccn2)CC1
-79 | 71 | Cc1ccc(/C(N)=N/OC(=O)/C=C/c2ccccc2)cc1
10 | 16 | CCn1c(=O)cc(OCC(=O)NCCCN2CCN(c3cccc(Cl)c3)CC2)c2ccccc21
16 | 31 | CC(C)n1c2ccccc2c2nnc(SCC(=O)OCN3C(=O)c4ccccc4C3=O)nc21
-5 | 19 | CCCNC(=O)Cc1ccsc1
-2 | 20 | COCCNC(=O)COc1ccccc1C
20 | 14 | O=C(CN1CCN(S(=O)(=O)c2ccccc2)CC1)Nc1ccc2c(c1)OCO2
4 | 33 | CCN(CC)S(=O)(=O)c1ccc2oc(SCC3CN=C(c4ccc(OC)cc4)S3)nc2c1 (centres undefined)
-12 | 39 | CCOC(=O)C(C)(C)C(=O)C(C)(C)C(O)c1ccccn1 (centres undefined)
-24 | 44 | COc1cc(CNCc2ccco2)ccc1OCc1ccccc1
-75 | 54 | CC(OC(=O)c1nsc(Cl)c1Cl)C(=O)NCc1ccc2c(c1)OCO2 (centres undefined)
60 | 7.9 | COc1ccc(/C=C2\CCc3ccccc3C2=O)cc1Cn1nc(C)c(Br)c1C
24 | 16 | Cc1ccc(C(=O)N2CCc3ccccc32)cc1
-18 | 23 | O=C(COc1ccc2ccccc2c1)Nc1ccc(S(=O)(=O)N2CCCCCC2)cc1
4 | 36 | COc1cc2c(cc1NC(=O)c1ccco1)CCCC2
6 | 46 | COc1ccccc1-n1c(=O)[nH]c2c(C(N)=O)nc(CC(C)C)nc21
-68 | 58 | O=C(c1cnn(-c2nc3ccccc3s2)c1)c1ccccc1O
12 | 27 | Cc1cc(Br)ccc1OCCCCNC(C)(C)C
20 | 32 | COC(=O)Nc1ccc(S(=O)(=O)N2CCN(C)CC2)cc1
0 | 39 | COc1ccc(CCNc2nc(-c3cccnc3)cs2)cc1OC
-40 | 26 | CCOC(=O)c1ccc(NC(=O)c2cc(S(=O)(=O)N3CCOCC3)ccc2O)cc1
0 | 20 | C=CCn1c(C)cc(C(=O)CSc2nc3ccccc3c(=O)[nH]2)c1C
32 | 29 | CC(Sc1nncn1C)C(=O)Nc1ccccc1-c1ccccc1 (centres undefined)
-64 | 34 | CCCS(=O)(=O)N1CCCC(C(=O)NCCCN2CCN(c3ccccc3F)CC2)C1 (centres undefined)

Entries shown so far with bromine (three):
Htt clearance | Htt clearance grain fraction | Structure
65 | 7.3 | CCC1S/C(=C(\C#N)C(=O)NCc2ccco2)N(c2ccc(Br)cc2)C1=O (centres undefined)
60 | 7.9 | COc1ccc(/C=C2\CCc3ccccc3C2=O)cc1Cn1nc(C)c(Br)c1C
12 | 27 | Cc1cc(Br)ccc1OCCCCNC(C)(C)C

Grouped by structure: the compounds so far containing a cyano group (two)
Htt clearance | Htt clearance grain fraction | Structure
65 | 7.3 | CCC1S/C(=C(\C#N)C(=O)NCc2ccco2)N(c2ccc(Br)cc2)C1=O (centres undefined)
6 | 30 | COc1cccc(C2C(C#N)=C(N)Oc3cc(C)[nH]c(=O)c32)c1OC (centres undefined)

(listing goes on)
Htt clearance | Htt clearance grain fraction | Structure
-7 | 20 | COC(=O)c1cc(C(=O)OC)cc(N2C(=O)CC(N3CCN(c4ccccc4)CC3)C2=O)c1 (centres undefined)
3 | 39 | COCCN1C(=O)C(O)=C(C(C)=O)C1c1ccc(OC)c(OC)c1 (centres undefined)
0 | 20 | Cc1ccc(-n2[nH]c(C)c(/C=C3/C=Nc4ccccc43)c2=O)cc1C
-56 | 62 | CCCC(C)NC1=NCCCCC1 (centres undefined)
-6 | 32 | O=C(c1ccccc1[N+](=O)[O-])N1CCC(Cc2ccccc2)CC1
-14 | 46 | COc1ccc(OCCSc2ncn[nH]2)cc1
34 | 28 | Nc1nc(N2CCOCC2)cc(=O)[nH]1
-50 | 24 | CCOC(=O)Cc1cc(=O)n2[nH]c(C)c(-c3ccc(OC)cc3)c2n1
-3 | 37 | CCOC(=O)CSc1nnc(CNc2cccc(Cl)c2)n1-c1ccccc1
83* | 3.5* | Cc1ccc(NC(=O)Cn2nnc(C(=O)Nc3ccc(C)c(C)c3)c2N)cc1
3 | 15 | COC(=O)Cc1c(C)nc2nc(-c3ccc(C)cc3)[nH]n2c1=O
-42 | 29 | Cc1c(O)ccc(C(=O)COc2ccccc2F)c1O
-43 | 58 | COc1ccccc1N(CN1C(=O)c2ccccc2C1=O)C(=O)c1cccnc1
4 | 16 | COCCNC(=O)CN(C(=O)Cn1nnc2ccccc21)c1ccc(F)c(Cl)c1
-22 | 38 | O=C1CC(O)(C(F)F)Oc2ccc3ccccc3c21 (centres undefined)
-22 | 48 | CC1(c2ccccc2)NC(=O)N(CC(=O)NC(=O)NCc2ccco2)C1=O (centres undefined)
-8 | 21 | COC(=O)c1ccc(N/C(C)=C/C(=O)c2ccc(C)o2)cc1
17 | 15 | N#Cc1nc(-c2cccs2)oc1N1CCN(Cc2ccccc2)CC1
11 | 16 | O=C1c2ccccc2-c2nc3ncnn3c(-c3ccccc3)c21
13 | 33 | CCOC(=O)c1cc2c(=O)n3cccc(C)c3nc2n(Cc2ccco2)c1=NC(=O)c1ccccc1
-66 | 30 | CCCCNC(=O)NS(=O)(=O)c1ccc(C(=O)OC)o1
-30 | 46 | CN(C)S(=O)(=O)Nc1ccc2c(c1)Cc1ccccc1-2
7 | 35 | COC(=O)C(CC(C)C)NC(=O)c1ccc(F)cc1 (centres undefined)
-37 | 26 | CN(C)C(=O)C1(c2ccccc2)CCN(S(=O)(=O)c2ccccc2)CC1
-23 | 26 | COc1ccc(OC)c(C2CC(=O)C3=C(C2)NC(=O)CC3c2ccc(O)c(OC)c2)c1 (centres undefined)

Further records.
Htt clearance | Htt clearance grain fraction | Structure
61 | 12 | CC12c3ccccc3C(c3ccccc31)C1C(=O)N(Cc3cccnc3)C(=O)C12 (centres undefined)
2 | 37 | CCOC(=O)c1cnc(SC)nc1Sc1ccccc1
-32 | 42 | CC1CN(C(=O)Nc2ccc3c(c2)OCO3)CC(C)O1 (centres undefined)
27 | 25 | COCCCN1C(=O)c2[nH]nc(-c3ccccc3O)c2C1c1ccc(Cl)cc1 (centres undefined)
3 | 36 | CC(=NCCN1CCNCC1)C1=C(O)CC(C)(C)CC1=O
24 | 38 | CC(c1cccnc1)N(C(=O)Nc1ccccc1)C1CCCCC1 (centres undefined)
-70 | 33 | Cc1cccn2c(=O)c3cc(C#N)c(=N)n(CCCN4CCOCC4)c3nc12
-52 | 50 | O=C(O)CSCCc1ccccn1
-41 | 25 | Cc1ccc(NC(=O)Nc2ccc(F)cc2)nc1
-51 | 64 | Cc1ccc(C(C)C)c(OCc2ccc(-c3nnco3)cc2)c1
33 | 20 | CCOC(=O)c1ccc(NC(=O)CSc2nnc(CCc3ccc(C)o3)n2-c2ccccc2)cc1
-11 | 43 | COc1cc(NC(=O)c2cc3nc(C)cc(C)n3n2)c(OC)cc1Cl
-20 | 21 | COc1ccc(-c2c(C)n([O-])c3c([n+]2=O)CCC3)cc1OC
-22 | 25 | c1ccc(CCNc2nc3ccccc3s2)cc1
25 | 27 | O=C(Nc1ccc(F)cc1F)N1CCCCC1c1cccnc1 (centres undefined)
-11 | 40 | COc1ccc2c(c1)C(=NN)c1cc(OC)ccc1-2
-49 | 29 | Cc1ccc(CN(C)CCc2ccccn2)cc1
-22 | 42 | Cc1ccc(Nc2nc(N)nc(CN3CCN(Cc4ccc5c(c4)OCO5)CC3)n2)c(C)c1
25 | 25 | Cc1cc(NC(=O)C2CC(=O)OC2c2ccccc2)no1 (centres undefined)
-7 | 35 | COc1ccc(-c2nc(C#N)c(N3CCN(c4ccccc4)CC3)o2)cc1
-36 | 46 | O=C(Cc1c(C(=O)O)[nH]c2ccccc12)NCCN1CCN(c2ccccc2F)CC1
-4 | 17 | c1csc(-c2nc3c4ccccc4c4ccccc4c3[nH]2)c1
32 | 25 | Cc1ccc(NC(=O)Cn2cccc2)c(Br)c1
33 | 14 | COc1cc(/C=C2\C(=O)N(CCC#N)N=C2C)c(Br)cc1OC(C)C
-30 | 22 | COC(=O)C1C(=O)C2=C(CC1C)NC(C)=C(C(=O)OCc1ccc(OC)cc1)C2c1ccc(C)o1 (centres undefined)

Next section:
Htt clearance | Htt clearance grain fraction | Structure
50 | 9.7 | C=CCc1cc(C(=O)N2CCCCC2)ccc1O
8 | 18 | CCCc1[nH]nc2c1C(c1cccc(OC(=O)c3ccco3)c1)C(C#N)=C(N)O2 (centres undefined)
21 | 23 | CC1=N/C(=C\c2ccc([N+](=O)[O-])cc2)C(=O)N1c1cc(Cl)ccc1C
-12 | 45 | CCCCNC(=O)COC(=O)c1cc(F)c(F)cc1Cl
-3 | 44 | O=C(CCC(=O)N1CCN(C2CCCCC2)CC1)Nc1nnc(C(F)(F)F)s1
39 | 21 | Cn1c(=O)oc2ccc(C(=O)CSc3nnnn3-c3ccccc3)cc21
-3 | 35 | O=C(c1cc(S(=O)(=O)N2CCCCC2)c(Cl)cc1N1CCOCC1)N1CCOCC1
18 | 15 | CCOC(=O)c1sc(NC(=O)CSc2ncn(-c3ccccc3)n2)nc1C
4 | 32 | CCOC(=O)Cn1cc(C(=O)c2ccco2)c2ccccc21
-21 | 49 | CCCSc1nnc(CSc2nc3ccccc3s2)n1-c1ccccc1
-12 | 19 | CCOC(=O)N1CCN(C(=O)CSCC(=O)Nc2nc(-c3ccc(OC)cc3)cs2)CC1
-8 | 21 | O=C(CN1CCCCCC1)Nc1ccc(F)c(F)c1
2 | 20 | Cc1nn(Cc2ccc(Br)cc2)c(C)c1NC(=O)c1nn(C)cc1Cl
19 | 28 | c1ccc(-n2nnc3c(N4CCOCC4)ncnc32)cc1
-13 | 37 | O=C(COC(=O)c1ccc[nH]c1=O)NC1CCCC1
20 | 31 | CN(C)c1nc(N)nc(CSc2ncc(Cl)cc2Cl)n1
34 | 12 | CCC(=O)Nc1ccc(C(=O)Nc2ccc3c(c2)C(=O)N(CC2CCCO2)C3=O)cc1 (centres undefined)
30 | 34 | COc1ccccc1S(=O)Cc1ccc(C(=O)NC2CCCC2)o1 (centres undefined)

In the list so far, these contain a nitro group on carbon.
Htt clearance | Htt clearance grain fraction | Structure
-6 | 32 | O=C(c1ccccc1[N+](=O)[O-])N1CCC(Cc2ccccc2)CC1
21 | 23 | CC1=N/C(=C\c2ccc([N+](=O)[O-])cc2)C(=O)N1c1cc(Cl)ccc1C

A few values from the results shown.
Htt clearance result of CCCSc1nnc(CSc2nc3ccccc3s2)n1-c1ccccc1 reads -21
Htt clearance result of O=C(c1cc(S(=O)(=O)N2CCCCC2)c(Cl)cc1N1CCOCC1)N1CCOCC1 reads -3
Htt clearance result of COc1ccccc1S(=O)Cc1ccc(C(=O)NC2CCCC2)o1 (centres undefined) reads 30
